Compound activity: PubChem BioAssay, several laboratories
PhoP inhibition = inhibitors of PhoP regulon expression, primary screen, Salmonella Typhimurium, GFP reporter (AID 1863) | 0.16% of 300,000 active | S. Typhimurium PhoP-regulated promoter GFP reporter, 4 h; higher % means a stronger effect | inhibition, % at 50 µM, or IC50 in µM where a hit was titrated;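 active = inhibition over 29.93%, a cutoff 3 SD above the screen mean, later confirmed by dose response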;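 note: 0% = low Mg2+ inducing control and 100% = high Mg2+ repressing control; strong numbers were not always called active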
Lipid droplet = inhibitors of hepatocyte lipid droplet formation, primary screen, imaging, high-throughput imaging, BODIPY stain; AML12 mouse hepatocytes, oleate lipid droplets; inhibition, % at 6.5 µM; 0.4% of 240,000 active; AID 1656, 2009;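 active = lipid droplet intensity inhibited by at least 50%, with more than 500 cells counted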
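Material – AML12 mouse liver cells · Also added – oleate loading, 100 µM · Compound dosing – 6.5 µM single-point dosing · Times – overnight treatment with compound plus oleate · Measured by – fluorescence imaging, 20x objective, two fields per well · Read-out – percent inhibition of filter-corrected integrated lipid droplet intensity per well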
T cell modulator = modulators of CD8 T cell-vesicle binding, primary screen, mouse 2C CD8+ T cells, flow cytometry; 2C CD8+ T cell-vesicle binding; hits give low values; 0.068% of 330,000 active; calls only at 7 µM;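 active = response, share of CD8 T cells binding vesicles, and their 90th percentile fluorescence all below set limits, cut at about 80% in these data, passing the limit was not always enough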
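Test system: purified 2C TCR transgenic mouse naive CD8+ T cells. Probe or stimulus: QL9-peptide-loaded Drosophila micro-vesicles bearing Ld, ICAM-1 and B7-1. Incubation: binding step 1.5 h, 37 °C, antibody labelling 20 min, ice. Measured by: flow cytometry of vesicle-bound cells.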
Lipid droplet cells 6.5 µM = second read-out of Lipid droplet, no call of its own (marks repeat the call); cell count; measured here: cell count, cytotoxicity flag;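 cells counted across two imaged fields per well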
T cell modulator vesicle-bound % = further read-out of T cell modulator, marked with its call; double positive events, %; measured here: CD8+ vesicle-bound cell fraction;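 binding gate set so that unloaded-vesicle control wells show 10% double positive cells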
Active calls of the source: *; i = inactive. Not all compounds are listed. The share of hits here may be higher or lower than overall.

| canonical_smiles | PhoP inhibition | Lipid droplet | Lipid droplet cells 6.5 µM | T cell modulator | T cell modulator vesicle-bound % |
| --- | --- | --- | --- | --- | --- |
| COc1ccc(/C=N/NC(=O)c2nnn(-c3nonc3N)c2-c2cccs2)c(OC)c1 | -2.3% | -6.5 | 716 | i | 21.1 |
| CCc1ccc(/C=C2\SC(=S)N(CCCC(=O)Nc3ccc(C(=O)O)cc3)C2=O)cc1 | -3.0% | -1.5 | 671 | i | 14.1 |
| COc1ccc(CNC(=O)CCN2C(=O)[C@@H]3Cc4ccccc4CN3C2=O)cc1 | 2.6% | -5.6 | 737 | i | 11.6 |
| CCC(NC(=O)Cc1c(C)c2ccc(OC)c(C)c2oc1=O)C(=O)NC(Cc1ccc(Cl)cc1)C(=O)O (stereo not drawn) | -3.0% | -1.5 | 834 | i | 25.5 |
| COc1ccc(NC(=S)NCc2ccc(F)cc2)c(OC)c1 | -2.7% | -30.1 | 762 | i | 47.2 |
| CCOC(=O)c1c(C)[nH]c(C)c1S(=O)(=O)NCCCN1CCOCC1 | -5.7% | 14.6 | 785 | i | 39.8 |
| COc1cc(NC(=O)CCc2c(C)[nH]c(=O)c(C#N)c2C)cc(OC)c1 | 3.0% | 7.2 | 789 | i | 37.7 |
| CCn1c(SCC(=O)Nc2ccc3c(c2)OCCO3)nnc1C(C)C | -2.9% | -8.1 | 806 | i | 17.7 |
| CCOc1ccc(S(=O)(=O)N2CCN(CC(O)COc3cccc([N+](=O)[O-])c3)CC2)cc1 (stereo not drawn) | 2.0% | 3.3 | 833 | i | 24.7 |
| COc1ccc(C)cc1NC(=O)CSCc1ccccc1C | 12.1% | -0.6 | 820 | i | 41.0 |
| CN(Cc1ccsc1)C(=O)Cn1cc(Br)ccc1=O | 3.9% | 10.0 | 752 | i | 41.0 |
| CCc1nn(CCCC(=O)NCc2ccccc2Br)c(=O)c2cc3occc3n12 | 1.5% | -18.8 | 786 | i | 3.8 |
| CCN(CC(=O)Nc1ccc(OC)cc1)C(=O)CCS(=O)(=O)c1ccc(C)cc1 | 1.3% | -4.3 | 789 | i | 18.1 |
| Cc1ccc(C)c(N2C(=O)CC(Cc3ccccc3)C2=O)c1 (stereo not drawn) | 5.0% | -0.3 | 734 | i | 55.1 |
| Cn1c(SCC(=O)Nc2ccc(Cl)cc2)nnc1C1CC1 | -6.9% | -16.3 | 790 | i | 29.5 |
| Cc1cc(C)cc(OCCNC(=O)c2ccc(Br)cc2)c1 | 1.4% | -0.7 | 857 | i | 17.8 |
| CC(=O)NCCc1nc2cc(NC(=O)COc3ccc(C)cc3)ccc2n1C | -4.0% | 0.6 | 869 | i | 41.9 |
| Cc1ccc(S(=O)(=O)c2cc(C)cc(S(=O)(=O)Nc3ccc(C(=O)O)cc3)c2C)cc1 | 11.9% | -0.4 | 790 | i | 22.7 |
| Cc1ccc(S(=O)(=O)N2CCN=C2SCc2c(F)cccc2Cl)cc1 | 8.9% | 1.0 | 695 | i | 35.9 |
| CC1CCCN(C(=O)C2CC(=O)N(c3ccc(Cl)cc3)C2)C1 (stereo not drawn) | -7.3% | 17.2 | 850 | i | 42.7 |
| COc1ccc(CC(=O)N(Cc2ccccc2)c2ccccc2)cc1S(=O)(=O)N1CCOCC1 | 5.0% | 7.4 | 840 | i | 40.2 |
| CC(C)(C)NC(=O)C(c1ccc(F)cc1)N(Cc1ccco1)C(=O)CCC(=O)Nc1nccs1 (stereo not drawn) | 8.7% | -1.1 | 784 | i | 11.1 |
| CCc1cc(=O)oc2cc(OCc3ccc(C(=O)O)o3)ccc12 | -5.8% | 0.9 | 828 | i | 41.3 |
| COc1ccc(-c2cc3c(=O)n(CC(=O)NCCCN4CCN(Cc5ccccc5)CC4)ncn3n2)cc1 | 6.8% | -29.5 | 758 | i | 37.1 |
| Cc1c(C)n(C)c2ccc(C(=O)NCCN3CCOCC3)cc12 | -2.9% | -1.9 | 779 | i | 53.5 |
| CN(Cc1ccco1)C(=O)C1CCC(=O)N(CCc2cccc(F)c2)C1 (stereo not drawn) | -3.7% | 1.1 | 855 | i | 55.9 |
| Cc1cc(NC(=O)C(Cl)c2ccccc2)no1 (stereo not drawn) | -2.0% | -4.4 | 830 | i | 44.8 |
| Cc1ccc(N(CC(=O)NCc2ccc(F)cc2)C(=O)c2snc(C(N)=O)c2N)cc1C | 6.8% | -25.8 | 706 | i | 31.4 |
| COCCNC(=O)c1nn2c(C(F)(F)F)cc(-c3ccccc3)nc2c1Cl | -7.0% | 7.5 | 846 | i | 59.2 |
| Cc1ccc(NC(=O)CN2CCc3cc4c(cc3C2C)OCCCO4)cc1 (stereo not drawn) | 2.8% | 0.5 | 724 | i | 11.0 |
| COC(=O)[C@H](Cc1c[nH]c2ccccc12)NC(=O)Cc1c[nH]c2ccccc12 | 5.0% | -4.3 | 822 | i | 35.7 |
| CN(C)N1C(N)=C(C#N)C(c2ccccc2Cl)C2=C1CCCC2=O (stereo not drawn) | -0.8% | -27.0 | 812 | i | 19.6 |
| COc1ccc(C(O)P(=O)(OCC(C)C)c2ccc(N(C)C)cc2)c(OC)c1 (stereo not drawn) | 8.0% | -2.6 | 875 | i | 26.9 |
| O=C(Nc1nnc(SCC(=O)N2CCOCC2)s1)C1CC(=O)N(c2ccc(F)cc2)C1 (stereo not drawn) | 0.2% | -0.1 | 837 | i | 10.7 |
| Cn1cnc(S(=O)(=O)NC2CCN(Cc3ccccc3)CC2)c1 | 8.7% | -2.5 | 780 | i | 20.1 |
| COc1ccc(C2(c3ccc(OC)cc3)NC(=O)N(CC(=O)Nc3ccc(C(N)=O)cc3)C2=O)cc1 | -1.1% | -9.6 | 730 | i | 24.1 |
| Cc1ccc2oc(=O)c3cc(C(=O)NCCCN4CCCC(C)C4)sc3c2c1 (stereo not drawn) | 6.0% | -7.5 | 643 | i | 7.7 |
| COc1ccc(C(=O)O)cc1S(=O)(=O)NCc1cccnc1 | -1.4% | -2.4 | 811 | i | 21.6 |
| O=C(O)C1CCN(c2ccc(S(=O)(=O)N3CCC(C(=O)O)CC3)cc2[N+](=O)[O-])CC1 | -0.6% | 18.0 | 782 | i | 18.4 |
| COC(=O)c1ccc(Cn2nnc3c(=O)[nH]c(C4CCN(S(=O)(=O)c5cc(C)ccc5C)CC4)nc32)cc1 | -0.9% | -2.0 | 660 | i | 9.7 |
| CCC(=O)N1c2ccc(S(=O)(=O)NCc3ccco3)cc2CC1C (stereo not drawn) | 9.8% | 20.1 | 743 | i | 7.5 |
| CC1(C)CC(=O)C=C(NCCc2ccccc2)C1 | -2.8% | -9.5 | 842 | i | 67.1 |
| Cc1cccc(N/N=C/c2ccc(C)s2)c1 | 2.2% | 16.1 | 810 | i | 21.5 |
| O=C(CNC(=O)c1ccc(Br)o1)NCc1ccccc1 | 9.6% | 3.9 | 645 | i | 14.7 |
| COc1ccc(CCN2CC(C(=O)N(C)CCn3nc(C)cc3C)CCC2=O)cc1 (stereo not drawn) | -1.2% | -0.8 | 718 | i | 19.8 |
| COCCNC(=O)/C(C#N)=C/c1c(N2CCN(C)CC2)nc2ccccn2c1=O | 5.1% | 10.0 | 834 | i | 9.1 |
| COc1ccc(CNC(=O)C2CCC(CNC(=O)[C@@H]3Cc4ccccc4CN3)CC2)cc1 (stereo partly drawn) | -6.5% | -0.9 | 740 | i | 24.9 |
| O=C(CCN1C(=O)/C(=C\C=C\c2ccccc2)SC1=S)Nc1cccc(C(=O)O)c1 | -1.8% | -12.9 | 754 | i | 69.1 |
| COC(=O)CCc1c(C)c(C(=O)c2cccc(OC)c2OC)c2ccccn12 | -6.1% | -8.0 | 835 | i | 51.7 |
| O=C(NCCc1cccnc1)c1cc(COc2ccc(F)cc2F)on1 | 6.5% | 95.1* | 733* | i | 18.0 |

Single entries from the entries so far:
`Cc1cc(C)cc(OCCNC(=O)c2ccc(Br)cc2)c1` in PhoP inhibition is listed with 1.4%
`O=C(Nc1nnc(SCC(=O)N2CCOCC2)s1)C1CC(=O)N(c2ccc(F)cc2)C1` (stereo not drawn) in Lipid droplet is listed with -0.1
`COc1ccc(/C=N/NC(=O)c2nnn(-c3nonc3N)c2-c2cccs2)c(OC)c1` in T cell modulator vesicle-bound % is listed with 21.1
`Cc1cccc(N/N=C/c2ccc(C)s2)c1` in Lipid droplet is listed with 16.1
`COc1cc(NC(=O)CCc2c(C)[nH]c(=O)c(C#N)c2C)cc(OC)c1` in Lipid droplet is listed with 7.2

Remaining list, next part.
| canonical_smiles | PhoP inhibition | Lipid droplet | Lipid droplet cells 6.5 µM | T cell modulator | T cell modulator vesicle-bound % |
| --- | --- | --- | --- | --- | --- |
| Cc1cccnc1NC(=O)C1CCCN1S(=O)(=O)c1ccc(Cl)cc1 (stereo not drawn) | 4.0% | -11.7 | 606 | i | 71.7 |
| CCCCCC1CCC(C(=O)NCCN2CCOCC2)CC1 (stereo not drawn) | 7.4% | 2.4 | 681 | i | 22.5 |
| CCOC(=O)N1CCN(C(=O)c2ccc3c(c2)N(Cc2cc(C)ccc2C)C(=O)c2ccccc2S3=O)CC1 (stereo not drawn) | 9.5% | -27.6 | 750 | i | 7.0 |
| Cc1cnc(C(=O)OCC(=O)c2ccc(Cl)cc2)cn1 | 2.8% | 3.3 | 854 | i | 61.9 |
| COc1ccc(N2CCOCC2)c(NC(=O)c2ccc3c(c2)OCO3)c1 | -3.4% | -10.6 | 800 | i | 41.0 |
| CCc1ccccc1NC(=O)CSc1nc(C)c(C)o1 | 2.8% | -2.3 | 677 | i | 2.7 |
| CC(C)CNC(=O)COC(=O)c1ccc2c(c1)C(=O)N(Cc1ccco1)C2=O | 5.0% | -1.1 | 692 | i | 33.8 |
| COc1cccc(-c2ccc(NC(=O)C3CCCN(Cc4nccn4C)C3)cc2)c1 (stereo not drawn) | 0.2% | -4.6 | 820 | i | 16.2 |
| COc1cc(/C=C/C(=O)NCC2CCCCC2)cc(OC)c1OC | -0.9% | 13.6 | 800 | i | 18.7 |
| Fc1ccccc1COc1ccc(C(=S)N2CCCC2)cc1 | -3.2% | -3.5 | 820 | i | 65.0 |
| C=CCOc1ccc(CN(C)C(=O)CN2C(=O)c3ccccc3C2=O)cc1 | -2.0% | 21.8 | 787 | i | 14.6 |
| Cc1[nH]c(=O)nc(SCc2cccc(Cl)c2)c1C#N | -0.7% | 6.0 | 861 | i | 27.9 |
| O=C(c1cc2cc(Cl)ccc2[nH]1)N1CCCCC1 | -7.6% | -1.5 | 781 | i | 59.2 |
| O=C(Nc1c(C(=O)N2CCOCC2)cnn1-c1ccccc1)c1ccc(F)cc1 | -7.7% | 1.1 | 690 | i | 20.8 |
| CSc1ccc(-c2sc(Nc3ccccc3)n[n+]2-c2ccccc2)cc1 | 2.6% | -2.4 | 798 | i | 12.1 |
| CC(=O)N(C)c1ccc(OCC(O)CN(c2ccccc2C)S(=O)(=O)c2ccc(C)cc2)cc1 (stereo not drawn) | 0.8% | -18.9 | 780 | i | 13.0 |
| O=C(NCc1ccc(N2CCCC2=O)cc1)c1cc(COc2c(F)cccc2F)on1 | 7.2% | 12.1 | 695 | i | 5.3 |
| COc1ccc(NC(=O)N2CCCC2C(=O)NCC2CCCCC2)cc1 (stereo not drawn) | -4.3% | 0.1 | 808 | i | 10.8 |
| CC(=O)N1CCOc2ccc(S(=O)(=O)NCC3CCC(C(=O)NCCC(C)C)CC3)cc21 (stereo not drawn) | -8.2% | -0.7 | 714 | i | 11.0 |
| Cc1c(C(=O)NCc2ccccc2F)oc2ccccc12 | 1.0% | 0.4 | 673 | i | 61.4 |
| C=CCSc1nc2sc3c(c2c(=O)n1-c1ccc(C)cc1)CCN(C)C3 | 6.3% | -13.9 | 778 | i | 31.4 |
| CCC(C)[C@H](NC(=O)[C@@H]1Cc2ccccc2CN1)C(=O)Nc1ccc2c(c1)OCO2 (stereo partly drawn) | -2.1% | -84.7 | 686 | i | 20.0 |
| CCCN(CC(=O)Nc1ccccc1C)C(=O)c1ccc(N2CCCCCC2)c([N+](=O)[O-])c1 | -2.4% | 49.5 | 759 | i | 21.5 |
| CC(C)(C)C(=O)Nc1c2c(nn1-c1ccccc1)CSC2 | 1.1% | -0.7 | 715 | i | 13.2 |
| CC(=O)N1CCc2cc(Br)cc(S(=O)(=O)NCc3ccc(Cl)cc3)c21 | -4.6% | -36.5 | 804 | i | 9.8 |

Looked up by structure from the entries so far:
| canonical_smiles | PhoP inhibition | Lipid droplet | Lipid droplet cells 6.5 µM | T cell modulator | T cell modulator vesicle-bound % |
| --- | --- | --- | --- | --- | --- |
| Cc1cnc(C(=O)OCC(=O)c2ccc(Cl)cc2)cn1 | 2.8% | 3.3 | 854 | i | 61.9 |
| O=C(Nc1c(C(=O)N2CCOCC2)cnn1-c1ccccc1)c1ccc(F)cc1 | -7.7% | 1.1 | 690 | i | 20.8 |
| Cc1cccnc1NC(=O)C1CCCN1S(=O)(=O)c1ccc(Cl)cc1 (stereo not drawn) | 4.0% | -11.7 | 606 | i | 71.7 |
| COc1ccc(N2CCOCC2)c(NC(=O)c2ccc3c(c2)OCO3)c1 | -3.4% | -10.6 | 800 | i | 41.0 |
